Compound activity deposited in PubChem by NCI.
Growth percent in the NCI-60 one-dose screen (48 h, 10 µM unless noted): 100 = growth as untreated, 0 = no growth, -100 = all killed.
SF-295 = SF-295 CNS cancer cells; 79,000 tested, 5.6% active; AID 1794758
TK-10 = TK-10 renal cancer cells; 81,000 tested, 3.9% active; AID 1794769
786-0 = 786-0 renal cancer cells; AID 1794775; 81,000 tested, 5.1% active
PC-3 = PC-3 prostate cancer cells; 80,000 tested, 3.9% active
UO-31 = UO-31 renal cancer. AID 1794768. 81,000 tested, 5.2% active
DU-145 = DU-145 prostate cancer. 81,000 tested, 4.2% active. AID 1794760
U251 = U251 CNS tumor cells; 80,000 tested, 5.4% active; AID 1794753
SF-539 = SF-539 CNS cancer | 81,000 tested, 6.8% active
SN12C = SN12C renal cancer cells. 81,000 tested, 3.8% active
* hit, by the source's call; · = not tested or not shown. How the source made its calls: active means growth percent below 10; inactive means the rest.

SMILES	SF-295	TK-10	786-0	PC-3	UO-31	DU-145	U251	SF-539	SN12C
N#Cc1c(-c2ccc(Cl)cc2)nc(SCc2ccc([N+](=O)[O-])cc2)nc1N1CCNCC1	78.9	77.4	-50.0*	-1.7*	22.4	0.4*	-95.9*	-23.0*	1.6*
O=C(Nc1cccc(-c2cccc(F)c2)c1)C1CCN(Cc2cccc3cccnc23)CC1	56.1	60.1	47.5	51.1	35.8	72.0	44.4	69.5	74.2
CS(=O)c1nccc(-c2c(-c3ccc(F)c(OCCc4ccccc4)c3)nc3sccn23)n1 (stereo not drawn)	100.7	104.6	104.1	64.6	52.7	4.1*	106.5	95.9	93.7
N#CNc1nc(O)cc(=O)[nH]1	107.4	116.5	95.4	·	93.1	117.6	109.1	104.2	101.0
O=C1CC(c2ccccc2)=C(c2ccccc2)C1c1ccccc1 (stereo not drawn)	101.1	102.2	102.2	80.5	91.5	107.7	98.9	104.6	97.1
Nc1ccc(O)cc1	107.3	139.7	104.5	89.0	95.0	103.6	99.2	93.9	94.0
NN1C=C(CCl)Nn2c1nc1c(cnn1-c1ccccc1)c2=O	104.9	104.7	107.8	116.9	92.6	105.4	105.0	101.2	103.6
C[C@H](NC(=O)Nc1ccc2cc3ccc(NC(=O)N[C@@H](C)c4ccccc4)cc3nc2c1)c1ccccc1	94.2	99.9	91.7	81.0	93.3	100.9	56.2	73.9	90.2
COc1cc2oc(-c3ccc(NC(=O)c4cccc(Br)c4)cc3)cc(=O)c2c(O)c1OC	96.3	106.9	96.8	92.7	85.4	101.2	98.5	94.9	91.8
O=C(O)c1cc(/C=C/c2ccccc2)c2sc(=O)[nH]c2n1	103.3	103.2	97.2	88.9	87.9	115.1	94.7	100.4	86.9
COc1ccc(-n2c(SCc3nnc(NC(=O)c4ccccc4)s3)nc3cc(OC)c(OC)cc3c2=O)cc1	99.2	100.3	104.9	96.0	86.0	102.6	105.0	93.1	94.3
CC(=O)Nc1ncnc2c1ccn2-c1ccc(NC(=O)c2ccc(Cl)c(C(F)(F)F)c2)cc1	95.2	·	74.9	64.8	74.5	87.0	78.6	81.9	86.7
NC(=O)c1cc2ccccc2s1	100.6	105.9	100.0	89.0	65.8	96.3	101.5	97.3	102.2
CCNC(=O)Oc1ccc(/C(=C(\C)c2ccccc2)c2ccc(OCCN(CC)CC)cc2)cc1	43.5	95.6	66.3	70.8	61.6	95.4	68.2	60.9	82.1
COc1ccc(S(=O)(=O)NCCCNc2nccc(-n3ccc4cccnc43)n2)cc1	94.7	104.9	97.6	86.2	97.5	91.7	92.5	100.5	90.9
COc1cc(-c2nc3ccc(/C=C/C(=O)c4cc(OC)c(OC)c(OC)c4)cc3s2)ccc1F	90.2	124.3	98.5	97.3	87.4	101.2	74.8	86.4	83.1
CCCn1c(=N)/c(=C(\N)O)s/c1=C(/C#N)C(=O)OCC	·	110.8	114.2	83.7	92.3	106.7	99.1	114.6	83.1
CCOC(=O)CSc1nc2ccccc2c(=O)n1Cc1ccc(S(N)(=O)=O)cc1	99.4	98.7	103.6	91.7	84.3	113.4	97.5	97.7	99.5
COc1c(C(NC(=O)c2ccccc2)c2sccc2C)cc(Cl)c2cccnc12 (stereo not drawn)	103.1	98.4	98.9	83.2	89.9	108.0	88.6	106.4	94.1
CCOC(=O)C(CCc1ccncc1)C(=O)CC(C)C (stereo not drawn)	103.9	104.3	105.6	92.5	83.8	113.0	102.2	102.6	104.1
O=C1OC2(c3ccccc31)c1ccccc1-c1ccccc12	75.4	82.7	86.2	74.4	65.7	114.2	63.6	99.2	90.4
COc1cc(-c2c(C#N)c(-c3ccccc3)nc3c2c(-c2ccccc2)nn3-c2ccccc2)ccc1O	102.1	58.1	76.4	51.1	68.5	75.8	69.8	82.6	68.5
CCN(CC)c1ccc2c(cc1=O)[C@@H](NC(C)=O)CCc1cc(OC)c(OC)c(OC)c1-2	11.3	30.8	15.6	31.7	58.3	-10.2*	11.8	-3.8*	32.9
COc1ccccc1/C=C1\CCc2ccccc2C1=O	·	107.8	97.9	86.3	72.5	106.7	·	103.4	97.7
CCN1CCN(C2=C(C#N)c3c(sc4c(F)cccc34)C(c3cccc([N+](=O)[O-])c3)N2)CC1 (stereo not drawn)	106.5	159.3	109.8	87.7	61.6	112.3	102.0	96.7	93.7
C=C(C)/C([O-])=N/[N+](C)(C)CC(O)CCCCCCCCCCCC (stereo not drawn)	·	74.6	79.2	59.3	67.6	90.4	·	90.0	71.2
O=C(NCO)NCOCn1c(=O)n(CO)c(=O)n(CO)c1=O	104.6	102.2	90.5	75.0	94.5	116.2	·	103.5	105.5
O=C(O)CCC(=O)/C=C\c1ccc2c(c1)OCO2	111.5	105.3	103.9	98.8	106.6	114.4	104.9	101.5	99.3
O=C(Nc1cn[nH]c1-c1nc2ccc(CN3CCOCC3)cc2[nH]1)NC1CC1	-10.5*	44.0	13.6	38.5	-22.1*	41.0	18.6	-60.9*	17.0
O=C(O)Cc1cc(I)c(Oc2ccc(O)c(I)c2)c(I)c1	69.6	107.4	63.7	58.3	98.1	·	39.6	69.1	72.2

In the list so far, these have a nitro group on carbon.
SMILES	SF-295	TK-10	786-0	PC-3	UO-31	DU-145	U251	SF-539	SN12C
N#Cc1c(-c2ccc(Cl)cc2)nc(SCc2ccc([N+](=O)[O-])cc2)nc1N1CCNCC1	78.9	77.4	-50.0*	-1.7*	22.4	0.4*	-95.9*	-23.0*	1.6*
CCN1CCN(C2=C(C#N)c3c(sc4c(F)cccc34)C(c3cccc([N+](=O)[O-])c3)N2)CC1 (stereo not drawn)	106.5	159.3	109.8	87.7	61.6	112.3	102.0	96.7	93.7

More compounds follow.
SMILES	SF-295	TK-10	786-0	PC-3	UO-31	DU-145	U251	SF-539	SN12C
C=C1CCC2C3(C)COC(c4ccco4)OC3CCC2(C)C1CC(NCc1ccccc1)C1=CCOC1=O (stereo not drawn)	69.5	76.1	79.9	24.9	50.3	90.7	75.8	91.9	77.5
COc1ccccc1OCC(=O)N1CCCCCC1	105.9	96.1	116.9	89.8	92.0	107.1	95.3	103.6	103.1
CSc1nn2c(=O)c3c4c(sc3nc2n1-c1ccc(Cl)cc1)CN(C)CC4	96.3	115.9	95.4	·	72.4	102.9	100.6	95.7	106.3
COc1ccc2cc(C3=CC(=O)CCC3)ccc2c1	109.8	100.5	90.5	91.3	92.4	102.7	101.5	95.7	97.2
O=C1/C(=C/c2ccc(O)cc2)Cc2ccc(Cl)cc21	92.3	127.3	92.2	92.6	45.2	111.5	95.8	82.6	77.8
CC(=O)S[C@@H]1CC2=CC(=O)CC[C@]2(C)[C@H]2CC[C@@]3(C)[C@@H](CC[C@@]34CCC(=O)O4)[C@H]12	93.3	99.6	110.1	96.0	86.4	111.3	105.2	90.2	98.3
Cn1c(-c2ccc3c(c2)OCO3)cc(=O)c2cc3c(cc21)OCO3	103.2	107.0	115.9	93.8	93.0	116.8	94.5	105.0	91.2
CCCCSCSCCCC	98.1	96.6	99.1	91.5	91.0	109.6	98.0	100.8	100.1
COc1ccc(C(O)CCN(Cc2ccccc2)Cc2cc(OC)c(OC)c(OC)c2)cc1 (stereo not drawn)	92.4	116.3	103.9	95.3	80.2	103.5	100.3	125.3	98.3
O=C(CCc1nnc(-c2c(Cl)cccc2Cl)o1)c1nc2ccccc2[nH]1	59.5	64.0	73.8	53.1	52.1	82.2	52.5	95.2	61.2
CCCCCCCCCCCC(=O)c1c(O)cc(C)oc1=O	70.3	93.9	76.5	70.0	75.6	86.6	85.6	86.3	80.9
C=C(C)[C@@H]1CC[C@]2(C(=O)N3CCN(C)CC3)CC[C@]3(C)[C@H](CC[C@@H]4[C@@]5(C)CC[C@H](OCCC#N)C(C)(C)[C@@H]5CC[C@]43C)[C@@H]12	115.0	105.7	22.0	72.2	81.8	92.5	43.9	101.8	90.7
Nc1nc(SCc2ccccc2)cc(SCc2ccccc2)n1	102.4	94.0	93.5	106.6	83.8	115.2	96.6	107.9	101.3
O=C(O)CCn1c2ccccc2c2ccccc21	115.1	107.8	·	94.5	·	124.3	99.5	101.4	101.0
Nc1ncc(-c2ccc3ncnc(N4CCc5cc(F)c(Cl)cc54)c3c2)cc1CO	-11.5*	·	4.9*	8.0*	6.1*	11.3	18.8	-17.8*	14.7
Clc1ncccc1Nc1ccc2nnc(-c3ccncc3)n2n1	104.9	111.6	101.0	102.3	75.0	107.2	100.7	99.7	100.1
COc1ccc([C@@H](C(=O)O)[C@@H](C(=O)O)c2ccc(OC)cc2)cc1	101.5	97.9	97.1	97.3	83.6	108.1	105.1	96.7	102.1
CC(=O)Cc1ccc(-c2ccccc2)cc1	99.8	101.1	104.6	97.1	84.8	107.1	98.3	107.7	86.3
O=c1cc(-c2ccccc2)[nH]c2ccccc12	16.4	11.4	32.3	27.1	46.6	17.6	27.2	4.4*	91.6
CC(=O)C1=CC=C(c2cc3cc(Br)ccc3oc2=O)NC1C(F)(F)F (stereo not drawn)	96.6	108.0	72.5	92.2	92.8	106.8	85.6	94.0	101.5
CNCC1COC(c2ccccc2)(c2ccccc2)O1 (stereo not drawn)	100.4	83.8	100.3	103.5	88.9	109.0	100.6	98.2	100.3
Cc1cc2nc(-c3c(N)ncc(C#N)c3-c3ccc(O)cc3)[nH]c2cc1C	103.1	103.9	116.1	87.3	66.6	97.8	101.1	101.8	98.5
O=C1NC(=O)C(=Cc2cc(-c3ccc(Br)cc3)n(-c3ccccc3)n2)C(=O)N1	89.0	93.7	85.1	94.9	87.3	98.4	92.5	102.6	88.3
CCOc1ccc(-c2cc(N)n(S(=O)(=O)c3ccc(OC)cc3)n2)cc1	115.3	130.4	108.4	88.6	91.2	110.3	101.4	98.4	85.5
CCOC(=O)c1cnn(CC(O)CC)c1NC(=O)NCc1ccccc1C(F)(F)F (stereo not drawn)	90.7	100.8	96.0	90.8	77.6	109.0	100.7	99.1	101.2
CC(=O)Nc1nc(-c2ccc(N3CCN(C)CC3)c(NS(=O)(=O)c3cccc4c(N(C)C)cccc34)c2)cs1	-58.7*	84.3	34.4	48.7	60.0	76.2	28.1	16.0	75.6
CCOC(=O)C1=C(C)NC(SCc2nnc(-c3ccc(Cl)cc3)o2)=NC1c1ccc(F)cc1 (stereo not drawn)	91.9	86.1	89.4	76.6	77.8	100.9	89.9	98.9	·
O=c1c(-c2nc3ccccc3s2)cc2c(n1NS(=O)(=O)c1ccc(Cl)cc1)CCCC2	88.1	121.6	94.8	96.0	64.1	102.9	97.7	95.7	97.9
COc1ccc(C2C=C(c3ccc(Cl)cc3)N=C3SC=CN32)cc1OC (stereo not drawn)	·	119.4	99.6	91.0	84.4	127.6	101.0	105.5	114.3
COc1cc2ncnc(Nc3ccc(F)c(Cl)c3)c2cc1OCC(=O)N1CCN(c2ccc([N+](=O)[O-])cc2)CC1	103.9	52.1	82.1	98.5	49.9	79.3	106.1	94.5	89.7

Grouped by structure, the entries above containing bromine.
SMILES	SF-295	TK-10	786-0	PC-3	UO-31	DU-145	U251	SF-539	SN12C
COc1cc2oc(-c3ccc(NC(=O)c4cccc(Br)c4)cc3)cc(=O)c2c(O)c1OC	96.3	106.9	96.8	92.7	85.4	101.2	98.5	94.9	91.8
CC(=O)C1=CC=C(c2cc3cc(Br)ccc3oc2=O)NC1C(F)(F)F (stereo not drawn)	96.6	108.0	72.5	92.2	92.8	106.8	85.6	94.0	101.5
O=C1NC(=O)C(=Cc2cc(-c3ccc(Br)cc3)n(-c3ccccc3)n2)C(=O)N1	89.0	93.7	85.1	94.9	87.3	98.4	92.5	102.6	88.3

Carrying on.
SMILES	SF-295	TK-10	786-0	PC-3	UO-31	DU-145	U251	SF-539	SN12C
COC1(OC)C2(Cl)C=C(c3ccccc3)C1(Cl)C(Cl)=C2Cl (stereo not drawn)	93.9	105.7	103.1	86.2	70.0	113.4	·	91.5	103.8
CN1C(=O)N(C)C2C1NN=c1s/c(=C\c3ccc(C(F)(F)F)cc3)c(=O)n12 (stereo not drawn)	10.4	55.5	25.5	18.8	49.6	9.3*	21.6	3.3*	41.2
C[N+]1(Cc2csc(-c3ccc(Cl)cc3)n2)CCCC1	94.2	100.1	101.8	88.7	76.9	114.8	79.9	95.7	102.8
C=C(C)[C@@H]1CC[C@]2(C(=O)N3CCN(C)CC3)CC[C@]3(C)[C@H](CC[C@@H]4[C@@](C)(CCC#N)[C@H](C(=C)C)CC[C@]43C)[C@@H]12	85.4	100.3	86.3	54.7	68.0	94.9	78.1	93.7	80.9
O=C1/C(=C\c2ccco2)SC(=S)N1CCc1ccc(O)cc1	105.2	130.1	99.4	97.5	54.0	67.8	96.7	88.5	91.6
COc1ccc2[nH]c(=O)c3c(c2c1)OC(N)=C(C#N)C31C(=O)c2ccccc2C1=O	102.5	113.9	97.5	90.9	75.6	103.0	98.7	92.5	96.3
O=c1c2cc3c(=O)n(O)c(=O)c3cc2c(=O)n1O	94.5	99.8	93.8	89.2	99.3	110.3	96.6	95.6	103.5
COCCOc1cc2ncnc(N3CCN(c4ncc(Cc5ccccc5)cn4)CC3)c2cc1OCCOC	89.2	99.5	92.1	67.3	42.7	79.9	80.8	67.5	98.6
O=C(O)c1ccccc1C(=O)c1ccc(Cl)cc1	100.0	120.2	109.8	101.9	90.8	101.3	104.8	97.0	104.4
Cc1ccc(S(=O)(=O)SCCCSS(=O)(=O)c2ccc(C)cc2)cc1	92.1	111.3	109.2	90.1	74.7	97.7	91.5	98.0	101.3
O=C(C[C@]1(O)C(=O)Nc2ccccc21)c1cccc(C(F)(F)F)c1	96.3	137.5	95.7	81.4	58.1	99.2	92.4	88.0	80.0
CCN(CCNc1ccc(C)c2sc3cc(Cl)ccc3c(=O)c12)CC(C)O (stereo not drawn)	97.3	76.7	41.9	48.5	-61.8*	82.5	18.0	59.4	48.7
